mcGAS inh – mouse cGAS inhibition by luminescence; inhibition, % at 12.5 µM; AID 1259399; hit rate 0.15% among 160,000; recombinant cGAS, Kinase-Glo ATP depletion luminescence;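 also: 0% = negative control wells and 100% = reference inhibitor with no enzyme activity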
hcGAS lum – human cGAS inhibition. Q8N884. recombinant h-cGAS, ATP depletion, Kinase-Glo luminescence. inhibition, % at 12.5 µM. hit rate 0.081% among 290,000. AID 1259398;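 also: 0% = vehicle reaction and 100% = reaction without DNA for no activity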
Target sequence (Q8N884 whole entry, looked up): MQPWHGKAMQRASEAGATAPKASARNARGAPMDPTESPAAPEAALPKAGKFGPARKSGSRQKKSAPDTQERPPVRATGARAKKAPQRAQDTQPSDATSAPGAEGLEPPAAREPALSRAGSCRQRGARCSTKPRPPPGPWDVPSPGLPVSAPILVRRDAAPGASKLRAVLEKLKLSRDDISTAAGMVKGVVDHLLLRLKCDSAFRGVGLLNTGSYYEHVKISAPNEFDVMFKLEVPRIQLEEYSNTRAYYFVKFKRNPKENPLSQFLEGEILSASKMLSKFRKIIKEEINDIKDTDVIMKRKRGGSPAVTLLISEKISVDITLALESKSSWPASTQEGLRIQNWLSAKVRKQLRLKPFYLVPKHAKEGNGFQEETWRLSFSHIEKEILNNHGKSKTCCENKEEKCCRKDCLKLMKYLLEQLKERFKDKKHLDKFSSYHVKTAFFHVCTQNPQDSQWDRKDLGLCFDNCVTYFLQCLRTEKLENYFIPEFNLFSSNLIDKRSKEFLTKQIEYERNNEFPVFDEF
NPYLR7 agonist – activates Aedes aegypti NPYLR7 receptor | HEK293T NPYLR7/Galpha15, GCaMP6s calcium fluorescence | activation, % at 10 µM | hit rate 0.15% among 270,000 | AID 1259423; in the data active = activation above about 40%;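 also: 0% = vehicle and 100% = reference agonist at the receptor; some compounds past the cut are filed as inactive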
Starred values were filed as active, the others as inactive; · = not tested or not shown; & = joins results of further samples. Rule as the data show it, unless noted: active = inhibition above about 40%; inactive = the rest.

SMILES	mcGAS inh	hcGAS lum	NPYLR7 agonist
CCCCCCCCCCCC(=O)N1CCSC1c1ccc(OCc2ccccc2)cc1 (stereo not given)	-6	-5	17
CC(C)(C)NC1=C(n2nnc3ccccc32)C(=O)c2ccccc2C1=O	·	-2	1
CC(C)(C)c1ccc(C(CC(=O)NC2CC2)c2c[nH]c3ccccc23)cc1 (stereo not given)	1	-3	3
O=C(CCNc1ccc(-n2ccnc2)cc1[N+](=O)[O-])NCCc1c[nH]c2ccccc12	-5	-1	-3
CCCCOc1ccc(/C=C2\N=C(c3ccc(Br)cc3)OC2=O)cc1	0	1	-3
COCCNC(=O)c1nn(CCC(C)C)c2c1CN(C(=O)c1[nH]c3c(C)cc(C)cc3c1C)CC2	-16	-3	9
COc1ccc(NC(=O)NCCNc2nc(-c3ccco3)nc3ccccc23)cc1	-6	-5	15
CC(C)c1ccc(Nc2cc3c(cn2)cc(-c2cccnc2)n3C)cc1	-7	-4	-16
CCc1cccc2c(C(CC(=O)NCCC(C)C)c3ccc(Cl)cc3)c[nH]c12 (stereo not given)	0	-2	·
C=CCn1c(SCC(=O)OC(C)(C)C)nc2sc(C)c(C)c2c1=O	·	-1	9
Cc1n[nH]c(C)c1C(C)NC(=O)c1ccc2oc(CCCc3ccccc3)nc2c1 (stereo not given)	-1	-2	16
CC(C)(CN1CCCCC1)NC(=O)c1cc(COc2ccccc2)[nH]n1	-8	-5	3
O=C(c1ccc2ccccc2n1)N1CC(c2ccncc2)C1	-16	-4	2
N=C1SCC(=O)N1c1ncc(Cc2ccccc2)s1	12	-8	9
O=c1c2cnc3nc4ccccc4n3c2ccn1-c1ccc(Br)cc1	·	-6	0
O=C(Cn1c(CO)c[nH]c1=S)NCc1ccccc1	·	1	1
O=C(c1cc(CN2CCCC(O)C2)on1)N1CCc2ccccc2C1 (stereo not given)	·	-6	1
COc1ccc(-c2ccc(NC(=O)CN)c(F)c2)cn1	·	-6	-1
CN1CCN(N=CC2C(=O)Nc3ccccc32)CC1 (stereo not given)	·	4	-12
CS(=O)(=O)Nc1ccc(-c2ccc3c(c2)OCO3)cn1	-10	-5	2
CCCc1nc(N2CCN(C(=O)Nc3cccc(C(F)(F)F)c3)CC2)c2c(C)nn(-c3ccccc3)c2n1	-7	-10	9
COC(=O)Nc1ccc(-c2nc(N3CCOCC3)c3cnn(C4CCN(C(=O)OC)CC4)c3n2)cc1	-9	-12	-5
CC1C(=O)N(c2ccc(F)cc2F)CCN1C(=O)c1ccc(Cl)c(Cl)c1 (stereo not given)	-6	-4	1
OCCN1CCN(c2cc(-c3cc4ccccc4o3)nc3ccnn23)CC1	-2	-4	-4
COCC(=O)N(Cc1ccc(OC)c(OS(=O)(=O)c2ccc(NC(C)=O)cc2)c1)C(C)C	-6	-4	2

Entries of single compounds from above.
OCCN1CCN(c2cc(-c3cc4ccccc4o3)nc3ccnn23)CC1 is listed as mcGAS inh: -2; hcGAS lum: -4; NPYLR7 agonist: -4
CCCCOc1ccc(/C=C2\N=C(c3ccc(Br)cc3)OC2=O)cc1 is listed as mcGAS inh: 0; hcGAS lum: 1; NPYLR7 agonist: -3

Further records:
SMILES	mcGAS inh	hcGAS lum	NPYLR7 agonist
O=C(c1cccc(N2CCNC2=O)c1)N1CCOC(C(F)(F)F)C1 (stereo not given)	·	-4	15
CC(NC(=O)c1cc(NC(=O)c2ccccc2Br)ccc1N1CCCCC1)c1ccccc1 (stereo not given)	-5	-2	13
CCCc1nc(C)c(CNC(=O)C2CCOC2)s1 (stereo not given)	·	-9	4
CC1CC(C)CN(/C=C(/Br)C(=O)C(F)(F)F)C1 (stereo not given)	·	-10	2
CSc1nnc(C)c(=O)n1COC(=O)COc1ccccc1F	-8	-9	-7
Cc1cccc(CSCC(=O)OCC(=O)N2c3ccccc3NC(=O)C2(C)C)c1	·	3	-2
O=C(NC1CC(=O)N(Cc2cccc(F)c2)C1)c1cc2ccccc2oc1=O (stereo not given)	·	-10	18
CC(c1ccccn1)N(C)C(=O)c1cccc(S(C)(=O)=O)c1 (stereo not given)	-11	-3	17
COc1ccccc1N1C(=O)/C(=C/c2ccc(-c3ccc(Br)cc3)o2)C=C1c1ccccc1	0	1	-3
Cc1nc2sccn2c(=O)c1NC(=O)CCC1CCCCC1	-7	-7	7
CCc1cc(N2CCC3(CC2)CNC(=O)C3)nc(N2CCCC2)n1	·	1	-3
O=C1CCN(CC(O)Cc2ccccc2)c2cc3c(cc2CN1Cc1ccccc1)OCO3 (stereo not given)	-4	5	16
O=C(CCC(=O)N1CCN(C(=O)c2ccco2)CC1)c1ccc(CCCC2CC2)cc1	·	-8	-8
CCOc1ccc(C2CC(c3ccccc3OC)=NN2C(=O)CN2CCC(C(N)=O)CC2)cc1 (stereo not given)	-3	-5	0
COC(=O)c1ccc2c(c1)C1CC(C)(O2)N(c2ccc(C)c(F)c2)C(=O)N1 (stereo not given)	-7	-10	0
CCn1c(=S)sc2c(=O)[nH]c(-c3cccs3)nc21	·	-10	-3
CCCc1cc(=O)oc2cc(O)ccc12	-8	-7	13
COCCNC(=O)Cn1cc(OC)c(=O)cc1CSc1nc(C)cs1	-1	0	-6
O=C(CCNC(=O)c1ccc(Cl)cc1)Nc1ccc2c3c(cccc13)CC2	·	-3	-9
O=C(NCCCn1cccn1)c1ccc2nc(-c3ccc4c(c3)OCO4)[nH]c2c1	-4	2	-1
N#Cc1nc(N)nc(N(c2ccccc2)c2ccccc2)n1	·	14	0
CSc1ccccc1NC(=O)N1CCC2(CC1)CNC(=O)C2	·	0	16
COC(=O)Nc1cccc(Oc2cc(=O)n(C)c(=O)n2C)c1	·	-2	-5
CCc1nnc(CNC(c2ccccc2)c2cccc(Cl)c2)o1 (stereo not given)	·	-6	8
CC1CCC(C(C)C)C(OC(=O)c2ccc([N+](=O)[O-])s2)C1 (stereo not given)	·	1	5
Remaining list, next part.
SMILES	mcGAS inh	hcGAS lum	NPYLR7 agonist
Cc1cc(C)n(N=Cc2ccc(Cl)cc2)c(=O)c1C#N	-6	-8	-1
CCc1nnsc1C(=O)N1CCC(O)(c2ccc(C)cn2)CC1	·	-2	3
Cc1ccc(S(=O)(=O)N2CCN(C(=O)C3CCCCC3)CC2)cc1	2	4	-15
O=C(O)CSc1ncnc2sc3c(c12)CCCC3	14	10	1
CCOC(=O)c1ccc(NC(=O)CN2CCOC(C)C2)cc1 (stereo not given)	-8	-7	1
COc1ccc(OC)c(/C=N\NC(=O)CSc2nnc(-c3ccccc3)n2-c2ccccc2)c1	·	-5	-7
O=C1OCCC1S(=O)(=O)c1ccccc1 (stereo not given)	·	1	16
O=C(O)Cc1cn2ccsc2n1	·	-7	1
COc1ccc(S(=O)(=O)NC2CC3CCC2(C)C3(C)C)cc1 (stereo not given)	-7	2	3
Cc1ccc(NC(=O)C(C)S(=O)(=O)Cc2cccc(F)c2)cc1 (stereo not given)	·	-9	9
N#Cc1ccc(NCC2(c3ccc(Cl)cc3)CCOCC2)nc1	·	-1	-15
O=C1NC(=O)/C(=C/c2csc(-c3ccccc3)n2)S1	·	-2	11
Nc1cc(=O)n2c(n1)SCC2CS(=O)(=O)c1ccccc1 (stereo not given)	·	-6	7
CC(=O)c1ccc(N(CCOc2ccccc2)S(C)(=O)=O)cc1	·	-5	1
CN(C)CC1(O)CCN(C(=O)c2cc(C3CC3)[nH]n2)C1 (stereo not given)	·	1	6
CC(=O)Oc1c(-c2ccc(NC(=O)c3ccc4c(c3)OCO4)cc2)c(-c2ccc(N(C)C)cc2)nn1-c1ccc(C)cc1C	-3	-1	0
COC(=O)Cn1c(O)c(N=NC(=O)CNC(=O)/C=C/c2ccccc2OC)c2ccccc21	-4	-3	13
COC(=O)C(c1ccc(OC)cc1)C1C=CC(NC(=O)c2c(F)cccc2C(F)(F)F)C1 (stereo not given)	-4	-4	-2
O=C1NC2(CCN(C(=O)COc3ccccc3)CC2)Nc2cccc(F)c21	-4	-5	-2
O=C(NC(Cc1ccccc1)C(=O)NNS(=O)(=O)c1cn[nH]c1)OCc1ccccc1 (stereo not given)	·	-7	3
CCOc1ccc(N=Nc2c(C)n[nH]c2C)c([N+](=O)[O-])c1	-5	-1	1
CCOC(=O)CN1C(=O)CNC1=O	·	-8	28
N=C(N=C(N)N)N1N=CCC1c1ccccc1 (stereo not given)	·	-3	-6
c1cc(C(CNc2nccc(C3CCCC3)n2)N2CCOCC2)ccn1 (stereo not given)	·	1	3
O=S(=O)(c1ccsc1)c1cccs1	-4	1	4

Quoted at random: 2 compounds from above, in no set order.
SMILES	mcGAS inh	hcGAS lum	NPYLR7 agonist
Cc1cc(C)n(N=Cc2ccc(Cl)cc2)c(=O)c1C#N	-6	-8	-1
N=C(N=C(N)N)N1N=CCC1c1ccccc1 (stereo not given)	·	-3	-6

(cont.)
SMILES	mcGAS inh	hcGAS lum	NPYLR7 agonist
COC[C@@H]1[C@@H](Nc2nc3c(c(C(F)(F)F)n2)CCCC3)[C@@H]2CCO[C@H]12	-5	-10	·
CC(C)(O)CN1CC(C)(C)CN(C(=O)COc2ccccc2)CC1=O	-1	7	0
C=CCn1c(SCC(=O)N2CCCC2=O)nc2sc3c(c2c1=O)CCCC3	·	-2	-2
Cc1cc(N2CCCCC2C)ccc1N (stereo not given)	·	-6	24
COc1ccc(Nc2ncnc3ccc(C)cc23)cc1	-7	-3	2
Cc1cnc2n(c1=O)C(CC(=O)O)CS2 (stereo not given)	·	-9	-4
Fc1ccc(/C=N\Nc2nc(N3CCCCC3)nc(N3CCOCC3)n2)cc1	-5	-5	-3
C/C=C/C(=O)NC1CC2CCC(C1)N2Cc1ccc2c(c1)OCO2 (stereo not given)	-5	-4	7
CC1CN(S(=O)(=O)CCOC(C)C)C(C)(C)C1 (stereo not given)	·	-3	-11
CCCCN(CC(=O)N(CCc1c[nH]c2ccccc12)Cc1ccc(F)cc1)C(=O)COc1ccccc1	-6	-4	-1
O=S1(=O)CCC(Nc2ncnc3c2oc2ccccc23)C1 (stereo not given)	·	-1	8
C=CCCOC(=O)N1[C@@H](c2ccccc2)[C@@H](C(=O)NC)C[C@]12CCCCN(C)C2=O	-8	-12	-1
C=CCNC(=O)c1ccc2nc(Cc3ccc(OC)cc3)oc2c1	·	1	3
CCS(=O)(=O)Oc1cccc(-c2nc3cc(S(=O)(=O)CC)ccc3o2)c1	-6	-5	13
COc1ccc(NC(=O)c2ccc(CN3CCOC(C)C3)cc2)cn1 (stereo not given)	-2	-4&2	12&0
Cc1ccc2[nH]c3nc4ccccc4nc3c2c1	-6	-5	-4
Cc1ccc(CNS(=O)(=O)CCCC#N)cc1F	·	1	-5
CCC(C)(NCC#Cc1ccc(C(F)(F)F)cc1)C(N)=O (stereo not given)	-10	-10	-1
CCC(=O)N1CC2(CC)CN(C(=O)CC)CC(CC)(C1)C2=O	·	-5	4
c1ccc(OCCn2c(CCCN3CCCCC3)nc3ccccc32)cc1	·	-5	2
O=C(CCn1c(=O)oc2ccccc21)NCc1ccc(C(F)(F)F)cc1	·	-3	-4
Fc1ccc2nc(C3CCCN3Cc3nnc(-c4ccccc4)o3)[nH]c2c1 (stereo not given)	-14	-2	-3
O=C(NCCc1ccc(OC(F)F)cc1)c1ccc2c(c1)OCO2	·	-2	13
CS(=O)(=O)Cc1ccc(C(=O)Nc2ccc(Cl)nn2)cc1	-3	-12&0	4&9
CC(C)S(=O)(=O)N1CCCC(C(=O)c2cccc(C(F)(F)F)c2)C1 (stereo not given)	-10	-3	14
Going on with the list.
SMILES	mcGAS inh	hcGAS lum	NPYLR7 agonist
Cc1cc(C)nc(NS(=O)(=O)c2ccc(NS(=O)(=O)c3ccccc3[N+](=O)[O-])cc2)n1	-8	-3	4
C=CC(C)(O)CN(CCCOC)Cc1cccc(C)c1 (stereo not given)	-4	-8	26
O=C(CNC(=O)c1ccccc1)N=Nc1c(O)[nH]c2ccc([N+](=O)[O-])cc12	·	-5	-6
Cc1ccc(C)c(OCCCC(C)(C)C(=O)N2CCCC2c2nnc3c(C(F)(F)F)cccn23)c1 (stereo not given)	·	-5	-11
Cc1nn(CC(=O)N2CCC(c3ccccc3C(=O)O)C2)c(C)c1C (stereo not given)	-9	-2	21
CCn1cc(CN2CCC(C3CCN(C(=O)NC)CC3)C2)c(C)n1 (stereo not given)	-4	-8	·
O=C1c2ccccc2NC(c2cc3ccccc3nc2Cl)N1CCCN1CCOCC1 (stereo not given)	-2	-5	-3
O=c1c(C(F)(F)F)c2c(nn1CN1CCc3sccc3C1c1cccs1)CCC2 (stereo not given)	·	-10	4
CCOC(=O)C1CCN(C(=O)c2ccc(Nc3c(OCC)cnn(-c4ccc(Cl)cc4)c3=O)cc2)CC1	-6	-5	4
Cn1c(=O)n(CC(=O)NCc2cccc(Cl)c2)c2ccccc21	·	-7	3
Cc1ccc(S(=O)(=O)N(C)C)cc1Br	·	-9	9

A different layout for part of the listing above.
Each structure is followed by: mcGAS inh	hcGAS lum	NPYLR7 agonist
CCn1cc(CN2CCC(C3CCN(C(=O)NC)CC3)C2)c(C)n1 (stereo not given)
 : -4	-8	·
Cc1ccc(C)c(OCCCC(C)(C)C(=O)N2CCCC2c2nnc3c(C(F)(F)F)cccn23)c1 (stereo not given)
 : ·	-5	-11
Cc1ccc(S(=O)(=O)N(C)C)cc1Br
 : ·	-9	9
O=c1c(C(F)(F)F)c2c(nn1CN1CCc3sccc3C1c1cccs1)CCC2 (stereo not given)
 : ·	-10	4
Cc1cc(C)nc(NS(=O)(=O)c2ccc(NS(=O)(=O)c3ccccc3[N+](=O)[O-])cc2)n1
 : -8	-3	4
C=CC(C)(O)CN(CCCOC)Cc1cccc(C)c1 (stereo not given)
 : -4	-8	26

High-throughput results: PubChem BioAssay, Fisher Drug Discovery Resource Center
